# Source: PubChem BioAssay
# HEK293 NFkB inh – lowers PMA/ionomycin-induced NF-kB signal in HEK293 cells | HEK-293 NF-kB luciferase reporter, luminescence | 62,000 tested, 0.21% active | inhibition, % at 3 µM;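 active = inhibition above the mean of all tested compounds plus 3 SD, cut at about 40% in these data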;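 also: 0% = stimulated DMSO wells and 100% = 10 µM reference inhibitor 5653914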
#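 Signal: luciferase luminescence; Material: HEK-293 cells with stable firefly luciferase reporter driven by four HIV NF-kB elements; Probe or stimulus: PMA with ionomycin; Replication: tested once; Times: 1 h compound pretreatment, then 16 h stimulation at 37 °C, 5% CO2; Benchmarks: DMSO and 10 µM reference inhibitor; Evaluation: per-plate % inhibition versus controls.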
# HTR1E agonist – activates the human 5-HT1E serotonin receptor; CHO 5-HT1E Ga15 NFAT-bla reporter, FRET; 0% DMSO wells, 100% control agonist wells; activation, % at 6 µM; 65,000 tested, 0.69% active; AID 574;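 active = activation above a set limit, the screen-wide mean activation plus 3 SD, cut at about 8.5% in these data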;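 also: 100% = positive control agonist at 1 µM giving full maximal response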
# Target sequence (P28566 whole entry, looked up): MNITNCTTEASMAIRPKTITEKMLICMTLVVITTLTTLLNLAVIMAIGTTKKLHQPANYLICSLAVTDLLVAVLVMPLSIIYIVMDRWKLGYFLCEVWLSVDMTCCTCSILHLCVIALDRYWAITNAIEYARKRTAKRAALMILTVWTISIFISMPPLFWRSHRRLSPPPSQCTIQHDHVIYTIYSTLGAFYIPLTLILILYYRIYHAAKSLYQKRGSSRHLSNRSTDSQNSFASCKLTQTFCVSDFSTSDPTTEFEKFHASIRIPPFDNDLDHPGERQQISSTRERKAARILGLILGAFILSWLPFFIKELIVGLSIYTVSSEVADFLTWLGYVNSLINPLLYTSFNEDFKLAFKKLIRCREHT
# 5HT1a antag – 5-HT1a (human) receptor antagonism; P08908; CHO 5-HT1a Ga15 NFAT-bla reporter, antagonist mode; inhibition, % at 10 µM; 62,000 tested, 0.68% active; AID 612;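 active = inhibition above the mean of all tested compounds plus 3 SD, cut at about 43% in these data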;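 also: receptor stimulated by 5-CT agonist at 100 nM near EC80; beta-lactamase reporter measured by ratiometric fluorescence of a cleavable substrate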
# S1P1 ag-PAM – S1P1 (human) agonism or agonism potentiation; AID 449; 56,000 tested, 0.57% active; activation, % at 9.5 µM; S1P1 CRE-bla cells, forskolin, beta-lactamase FRET, potentiator mode; S1P1 agonist co-added at EC20, 2 nM; 100% = saturating reference agonist, 0% = basal; P21453;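 active = activation above a cutoff set at the mean activation of all tested compounds plus 3 SD, cut at about 54% in these data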;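 also: forskolin at 4 µM as EC80 and the EC20 agonist is SEW2871; 100% = SEW2871 at its EC100 plus forskolin at EC80; some compounds past the cut are filed as inactive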
# D1 mod – allosterically modulates the human D1 dopamine receptor; HEK293 D1, CRE-luciferase, dopamine EC30 potentiation; actives deviate in either direction; B-score at 10 µM; 58,000 tested, 5.9% active; AID 641;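 active = luminescence count or its row- and column-corrected plate score outside the 99.7% band of the plate's sample wells, on either side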
# 5HT1a ag – activates the human 5-HT1a serotonin receptor. AID 567. CHO 5-HT1a Ga15 NFAT-bla reporter, FRET ratio; 0% basal, 100% maximal reference agonist. activation, % at 10 µM. 65,000 tested, 0.56% active. P08908;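 active = activation above the screen-wide mean activation plus 3 SD, cut at about 19% in these data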;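 also: 0% = DMSO wells and 100% = 5-CT at EC100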
# Jurkat tox 60K – cytotoxicity toward Jurkat cells; inhibition, % at 4 µM; 56,000 tested, 1.2% active; Jurkat E6.1 viability, ATP luminescence, 48 h;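 active = inhibition above the mean inhibition of all tested compounds plus 3 SD, cut at about 28% in these data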
# S1P3 agonist – activates the human S1P3 receptor; Q99500; S1P3 NFAT-BLA reporter cells, agonism, FRET ratio; relative to 1 µM S1P, basal subtracted; activation, % at 4.5 µM; 60,000 tested, 0.1% active; AID 373;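 active = activation above the screen-wide mean plus 3 SD, cut at about 4.5% in these data, passing the limit was not always enough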; also: some compounds called inactive have numbers as strong as hits
# Target sequence (Q99500 whole entry, looked up): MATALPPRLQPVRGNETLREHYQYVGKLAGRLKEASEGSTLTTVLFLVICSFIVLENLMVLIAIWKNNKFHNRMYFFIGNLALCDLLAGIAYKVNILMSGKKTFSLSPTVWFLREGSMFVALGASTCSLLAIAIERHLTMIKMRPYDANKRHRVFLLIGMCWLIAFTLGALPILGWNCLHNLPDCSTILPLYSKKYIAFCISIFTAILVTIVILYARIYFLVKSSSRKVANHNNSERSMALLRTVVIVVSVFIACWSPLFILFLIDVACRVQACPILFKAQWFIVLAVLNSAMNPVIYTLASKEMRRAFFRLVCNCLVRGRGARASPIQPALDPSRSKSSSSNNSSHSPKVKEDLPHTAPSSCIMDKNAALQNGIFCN
#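 material = human S1P3 NFAT-BLA reporter CHO cells | schedule = 4 h compound at 37 °C, 2 h substrate at RT | measured by = fluorescent BLA substrate, ex 405 nm, em 460/535 nm ratio | controls = 1 µM S1P reference | replication = primary once, confirmation triplicate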
# 5HT1E antag – blocks the human 5-HT1E serotonin receptor | P28566 | CHO 5-HT1E Ga15 NFAT-bla reporter, FRET, antagonist | inhibition, % at 6 µM | 65,000 tested, 0.99% active;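 active = inhibition above a set limit, the mean inhibition across every tested compound plus 3 SD, cut at about 29% in these data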;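 also: signal is the 460 over 535 nm emission ratio of beta-lactamase substrate; 0% = agonist plus DMSO wells and 100% = wells without agonist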
# The depositor's hits bear a star; . = no result given.
# Start of the data: the first 2 entries (preview)
SMILES,HEK293 NFkB inh,HTR1E agonist,5HT1a antag,S1P1 ag-PAM,D1 mod,5HT1a ag,Jurkat tox 60K,S1P3 agonist,5HT1E antag
O=C(c1cccc(F)c1)N1CCN(Cc2ccco2)CC1,13,0.4,1,-9,3.9*,0.8,-8,-0.9,-8
CC(C)(C)c1nc(NCCN2CCOCC2)c2nnn(Cc3ccccc3Cl)c2n1,9,-0.6,1,0,-0.67,2.2,-4,-0.6,-3

# The list itself (from the top)
SMILES,HEK293 NFkB inh,HTR1E agonist,5HT1a antag,S1P1 ag-PAM,D1 mod,5HT1a ag,Jurkat tox 60K,S1P3 agonist,5HT1E antag
O=C(c1cccc(F)c1)N1CCN(Cc2ccco2)CC1,13,0.4,1,-9,3.9*,0.8,-8,-0.9,-8
CC(C)(C)c1nc(NCCN2CCOCC2)c2nnn(Cc3ccccc3Cl)c2n1,9,-0.6,1,0,-0.67,2.2,-4,-0.6,-3
O=C(CN1C(=O)CSC1=O)Nc1ccccc1F,21,0.0,-3,-28,1.3,-1.4,-3,-0.3,-3
COc1cccc(-n2c(C)nc3c(cnn3-c3ccc(C)cc3)c2=O)c1,16,-0.3,5,23,0.082,0.8,16,-0.9,0
CCn1c(O)c(C=Nc2ccccc2)oc1=S,20,0.5,-2,-1,0.89,0.9,-4,0.6,-8
CC(Oc1ccc(-c2ccccc2)cc1)C(=O)N1CCOCC1 (stereo not drawn),-2,1.1,-7,-15,-0.26,-1.4,-3,-0.3,1
Cc1nc2scc(-c3ccccc3)c2c(=O)n1N,15,-0.5,-4,-6,.,4.3,9,-0.6,15
CCOCCCn1c(=S)[nH]c2ncccc2c1=O,15,-0.1,-4,-1,.,0.7,-7,-0.7,9
Cc1noc(C)c1CSc1nc2ccccc2nc1NS(=O)(=O)c1ccc(Cl)cc1,24,0.4,11,24,-0.069,-2.4,76*,-0.9,9
CSc1nc(N2CCOCC2)c2c3c(sc2n1)CCCC3,10,1.4,-14,-40,11*,4.7,2,-1.0,32*
Cc1cccc(N2CCN(C(=O)Cn3ccc4ccccc4c3=O)CC2)c1C,14,0.2,-3,12,-0.041,-0.1,7,-1.8,2
CCOC(=O)c1sc(NC(=O)c2cccc(S(=O)(=O)N3CCN(C)CC3)c2)cc1C,-2,-0.6,32,-34,-1.9,-4.0,7,-0.9,28
CCOC(=O)CCc1c(C)c2ccc(OCC(=O)OC(C)C)cc2oc1=O,14,0.1,-10,11,.,3.1,-1,-0.5,7
COC(=O)CSc1nc(NCC(C)C)nc(N2CCOCC2)n1,15,-0.2,-2,0,0.44,3.5,-7,-0.1,-5
CCc1cc2c(cc(C(=O)O)n2C)s1,11,-0.8,12,-15,0.85,-2.6,-3,-0.5,-9
CS(=O)(=O)N1CCC(c2noc(-c3ccc(C(F)(F)F)cc3)n2)CC1,18,1.3,-12,2,-1.5,-0.1,3,-0.1,-5
COc1cccc(C(=O)SC2=NCCS2)c1,3,1.2,-1,-15,-0.26,-4.0,-3,0.2,9
CCOCCCn1c(=S)[nH]c2cc(C(=O)N3CCC(C(N)=O)CC3)ccc2c1=O,14,1.1,8,.,.,-1.1,.,.,4
Cc1nc2nc(COc3ccccc3)[nH]n2c(=O)c1Cc1ccccc1,-6,-1.1,4,10,0.18,1.2,-3,-0.5,-5
Cc1cnn(Cc2ccccc2)c1N,7,0.0,11,1,-0.2,-3.1,4,-0.4,9

# Compound profiles, from the list above:
# Cc1noc(C)c1CSc1nc2ccccc2nc1NS(=O)(=O)c1ccc(Cl)cc1 across the screens: HEK293 NFkB inh = 24; HTR1E agonist = 0.4; 5HT1a antag = 11; S1P1 ag-PAM = 24; D1 mod = -0.069; 5HT1a ag = -2.4; Jurkat tox 60K = 76*; S1P3 agonist = -0.9; 5HT1E antag = 9
# CC(Oc1ccc(-c2ccccc2)cc1)C(=O)N1CCOCC1 (stereo not drawn) across the screens: HEK293 NFkB inh = -2; HTR1E agonist = 1.1; 5HT1a antag = -7; S1P1 ag-PAM = -15; D1 mod = -0.26; 5HT1a ag = -1.4; Jurkat tox 60K = -3; S1P3 agonist = -0.3; 5HT1E antag = 1

# Individual results from above.
# `CCc1cc2c(cc(C(=O)O)n2C)s1` – S1P3 agonist = -0.5
# `Cc1nc2scc(-c3ccccc3)c2c(=O)n1N` – S1P1 ag-PAM = -6

# Going on with the list.
SMILES,HEK293 NFkB inh,HTR1E agonist,5HT1a antag,S1P1 ag-PAM,D1 mod,5HT1a ag,Jurkat tox 60K,S1P3 agonist,5HT1E antag
CC(=O)Nc1sc2c(c1C(c1cccs1)N1CCOCC1)CCCC2 (stereo not drawn),-5,-0.7,16,-9,-0.67,-3.7,-4,-0.4,-1
COc1cc(C(=O)NCC(c2cccnc2)N2CCN(c3ccccc3)CC2)cc(OC)c1OC (stereo not drawn),8,1.1,-18,-8,-0.015,2.9,2,-0.6,3
CC(=O)N1C2CCCCC2S[C@H]2CCCCC21 (stereo partly drawn),10,0.1,-4,-12,.,-0.6,-1,0.0,-5
CCOc1ccc(NC(=O)c2ccccc2O)cc1,-22,0.4,7,1,-4.7*,0.2,7,0.4,1
O=C(CCCC(=O)OCC1CCCO1)OCC1CCCO1 (stereo not drawn),10,-0.7,3,2,0.068,6.6,2,-0.5,-3
CCOC(=O)c1ccc2[nH]c(C)c(CCC(C)=O)c(=O)c2c1,12,1.6,6,7,-0.2,0.1,0,0.0,0
COc1ccc(C2Nc3ccccc3C(=O)N2Cc2ccco2)cc1COc1ccc(NC(C)=O)cc1 (stereo not drawn),20,-1.3,33,43,0.23,0.4,10,-1.1,-13
COc1ccc(OCCN2C(=O)NC(C)(c3ccc(C)cc3)C2=O)cc1 (stereo not drawn),5,-0.8,6,-11,0.071,0.2,-9,0.5,-13
CC1(C)Cc2c(c(N3CCOCC3)nc3sc4c(=O)[nH]cnc4c23)CS1,.,0.4,.,2,.,6.5,.,-4.4,23
CCN1CCn2c3c(c4cc(C)ccc42)CCCC31 (stereo not drawn),1,1.4,12,-12,0.43,-1.8,-1,-0.2,-3
CC(C)Cc1n[nH]c(=O)[nH]1,2,0.1,3,3,-0.51,-1.7,-6,-0.1,10
COc1ccc(C(=O)N2CCC(N3CCN(c4ccccc4)CC3)CC2)cc1OC,.,-1.2,.,-13,.,-1.4,.,-3.7,1
Cn1c(SCc2ccccc2)nnc1-c1cccs1,10,-0.3,-22,-17,-0.86,-1.9,2,-0.2,-5
CC(C(=O)OCc1nnc(-c2ccccc2)o1)N1C(=O)c2ccccc2C1=O (stereo not drawn),8,0.2,-12,.,.,-0.6,.,.,2
CSc1cccc(NC(=O)C2CCN(S(C)(=O)=O)CC2)c1,19,-0.3,-7,.,-0.48,-2.3,2,-0.6,-2
Cc1ccccc1-c1nc(CN2CCC(C(=O)NCCCN3CCOCC3)CC2)c(C)o1,17,0.3,0,-1,0.0014,2.5,-4,-0.4,5
Cc1c(C)c2cc(Cl)c(O)c(CN3CCCC(C)C3)c2oc1=O (stereo not drawn),.,0.7,.,6,.,7.3,.,-2.8,1
COc1cccc(OCc2nnc(SCC(=O)NCc3ccco3)n2CCc2ccccc2)c1,18,-0.3,8,-12,.,-0.4,-1,-1.0,-9
CCc1nnc(NC(=O)c2ccc(COc3ccc(C)cc3)o2)s1,-18,0.1,-13,0,-0.23,2.1,-2,0.3,-7
COc1ccc(C2C(C(C)=O)=C(O)C(=O)N2CCc2ccccc2)c(OC)c1 (stereo not drawn),-7,-0.6,-4,14,0.042,-4.1,-1,-0.8,-10
CCCC(=O)N1CCc2cc(-c3nc(N)sc3C)ccc21,-4,-0.3,-7,-7,-1.1,-2.1,3,-0.9,5
O=C(Nc1cn(-c2ccccc2)nc1-c1cccs1)c1ccco1,4,0.9,26,21,0.86,-1.7,-4,-0.7,4
CSc1nsc(SC)c1NC(=O)OCc1ccccc1,-1,-1.1,15,11,.,-3.2,2,0.5,4
O=C1CC(c2ccc(F)cc2)Cc2nc(NCc3ccco3)ncc21 (stereo not drawn),5,0.2,12,-7,2.4,-0.9,-1,-1.1,-9
CCN1CCN(C(=O)c2ccc3c(=O)n(C4CCCC4)c(=S)[nH]c3c2)CC1,17,0.3,-17,4,0.81,0.7,4,-1.0,1
c1ccc(-c2n[nH]nc2-c2ccccc2)cc1,9,0.4,-1,9,17*,-0.4,-4,1.5,-3
CCSc1nnc(C)n1-c1ccc(C(=O)O)cc1,4,1.1,-16,-10,0.089,-1.7,-7,0.0,-11
CC(C)(C)C1CCc2onc(C(=O)NC3CCCC3)c2C1 (stereo not drawn),5,0.4,-4,8,1.4,1.5,-2,0.1,2
Cc1cc(C)cc(OCc2nnc(SCC(=O)OC3CCCCC3)o2)c1,18,-0.5,8,6,-0.28,3.9,3,-0.5,1
O=C(CCn1c(=O)oc2ccccc21)NCCN1CCc2ccccc2C1,14,-0.1,-2,1,-0.12,-1.5,0,-0.9,12
CCOc1ccc(-n2c(SCc3nc(-c4cccs4)no3)nnc2-c2ccncc2)cc1,26,-0.3,50*,-12,0.12,6.2,4,-1.2,13
O=C(NCCC1=CCCCC1)C1CCN(Cc2cnn(-c3ccccc3)c2-n2cccc2)CC1,-3,0.5,-4,39,0.77,-0.8,8,-2.4,11
COc1ccc(C2N(c3cc(Cl)ccc3OC)C(=O)C3CCCN32)cc1OC (stereo not drawn),12,0.9,13,-32,1.7,-2.2,-14,-0.9,2
COc1ccc(NS(=O)(=O)c2ccc(OC)c3ccccc23)cn1,20,0.9,1,2,-0.18,0.7,-10,1.4,3
COCCCn1c(=N)c(C(=O)NCC2CCCO2)cc2c(=O)n3cccc(C)c3nc21 (stereo not drawn),5,3.5,-34,-15,0.71,12,0,1.4,-10
O=c1c2ccccc2ncn1Cc1ccco1,.,-0.2,.,-6,0.27,-1.6,.,-4.6,-4
COc1ccc(CNc2oc(COc3ccccc3)nc2C#N)cc1,9,-0.4,29,.,.,-1.2,.,.,15
CCc1ccc(NC2=CC(=O)CC(c3ccco3)C2)cc1 (stereo not drawn),1,7.1,8,4,1.3,-2.8,3,-1.5,17
CCc1cccc(OCC(=O)Nc2ccc(S(=O)(=O)Nc3onc(C)c3C)cc2)c1,-2,-0.2,14,-6,0.25,-2.1,0,-0.8,-2
Cn1c(=N)n(CC(=O)O)c2ccccc21,25,-0.7,8,-9,-0.72,-2.4,4,-0.7,14
COc1ccccc1NC(=O)N(Cc1ccccc1)c1ccccn1,11,-0.3,2,.,1.6,-1.6,.,.,6

# 5HT1a antag, hit marks shown above.
SMILES	HEK293 NFkB inh	HTR1E agonist	5HT1a antag	S1P1 ag-PAM	D1 mod	5HT1a ag	S1P3 agonist	5HT1E antag
CCOc1ccc(-n2c(SCc3nc(-c4cccs4)no3)nnc2-c2ccncc2)cc1	26	-0.3	50*	-12	0.12	6.2	-1.2	13

# Compounds were not picked by outcome; any-hit rate near 8.3%.
